High-throughput results (PubChem)
Lipid storage S3: qHTS Assay for Lipid Storage Modulators in Drosophila S3 Cells. 0.64% of 320,000 active. Drosophila S3 cells, BODIPY lipid droplet fluorescence, 18-24 h; cells fed with added oleic acid. Potency in µM for hits, for the others lipid storage change, negative = inhibition, % at the top dose, mostly 46.1 µM; active means well fitted inhibition curve with a large enough effect in the signal ratio, with a control signal flat, not every such curve was filed as active; inconclusive means small, poorly fitted or top-dose-only effect, or effect the other way, or a change in a side signal; the % refers to the signal ratio
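Drosophila S3 cells got compounds at several concentrations plus oleic acid (400 uM solution). Laser-scanning cytometry with 488 nm excitation read lipid droplets at 500-530 nm and cells at 575-640 nm. Percent activity was relative to 20 uM Triacsin C.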
Lipid storage S3 cell count max: also measured in Lipid storage S3; calls as there; cell number change, %; measured here: cell count max response;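 cells counted by Cell Tracker Red CMTPX staining in the red channel; peak over a dose series mostly up to 46.1 µM; percent activity relative to internal control wells on each plate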
An asterisk follows results filed as active; i = inactive; ? = inconclusive; · = not tested or not shown; [ ] = dose if it differs, or a comment. On the % scale 0 is the no-effect control and ±100 the full control effect; potency means the concentration at half of the fitted maximal effect. Not all compounds are listed; count on the stated rates, not on these rows.

SMILES	Lipid storage S3	Lipid storage S3 cell count max
CCOc1cccc(-c2nnc(SCC(=O)Nc3ccc(OC)c(OC)c3)n2N)c1	?	·
Cc1cc(/N=C/N(C)C)on1	?	·
FC(F)(F)c1cc(Oc2ccccc2)ncc1-c1nnc(-c2ccccc2Cl)o1	9%	2
COc1ccc(CCN2C(=O)N[C@@H](CCC(=O)O)C2=O)cc1	-6%	14
CNC(=O)c1cc2cc(OC)ccc2n1CCN(Cc1ccccc1)Cc1ccccc1	i	·
O=c1c(-c2ccc(O)cc2)coc2cc(OC3OC(CO)C(O)C(O)C3O)ccc12 (centres undefined)	?	·
COc1ccc(C2c3ccc4ccccc4c3Oc3ncn(CCO)c(=N)c32)cc1 (centres undefined)	?	·
Cc1c(C)c2cc(Cl)c(OCC(=O)NC3CC(C)(C)NC(C)(C)C3)cc2oc1=O	?	·
CCCOc1cccc(C(=O)Nc2ccc3c(c2)OCCO3)c1	?	·
Cc1cccn2c(=O)c(C=Nc3ccccc3)c(NCc3ccco3)nc12	?	·
O=C(CCc1nc2ccccc2c(=O)[nH]1)Nc1nnc(SCc2ccccc2F)s1	?	·
CC1=Nn2c(nnc2-c2ccco2)SC1	?	·
CC12CCC(C(=O)Nc3ccncc3)(CC1O)C2(C)C (centres undefined)	?	·
O=C(OCC(=O)N1CCOCC1)c1ccc2ccccc2c1	?	·
COc1nc(C)ccc1-c1noc(-c2ccco2)n1	?	·
COc1cccc(N2CCN(C(=O)CCC(=O)N3CCOc4ccc(C)cc43)CC2)c1	-3%	8
CC(c1ccccc1F)n1cc(C(=O)NCCc2ccco2)nn1 (centres undefined)	?	·
CCOC(=O)c1csc(NC(=O)CSc2nnnn2-c2ccc(OC)cc2)n1	2%	3
CCCCc1ccc(NC(=O)CSc2nc3ncccc3[nH]2)cc1	?	·
COc1ccc(C(=O)c2ccc(N(C)C)cc2)c(OC)c1	?	·
CC1CCCN(C(=O)Cn2c(=O)oc3cc(S(=O)(=O)N4CCCCC4)ccc32)C1 (centres undefined)	-18%	-4
COc1ccc(N2CCN(c3cc(=O)n(Cc4ccc(F)cc4)c(=O)[nH]3)CC2)cc1	i	·
CCN(CC(=O)Nc1ccc(NC(C)=O)cc1)C(=O)c1cc(-c2ccccc2)nn1-c1ccccc1	?	·
O=C(O)c1cc(S(=O)(=O)Nc2ccc(N3CCCCC3)cc2)ccc1Cl	?	·
COC(=O)c1[nH]c2c(c1C)C(=O)CC(c1cccs1)C2 (centres undefined)	?	·
CCCS(=O)(=O)N1CCC(C(=O)NCc2ccccc2Cl)CC1	i	·
Cn1cccc1Cc1nnc(SCC(=O)NCC2CCCO2)n1-c1ccc(F)cc1 (centres undefined)	-21%	·
COCc1nc2oc3ccc(F)cc3c(=O)c2cc1C(=O)OC	6%	·
Cc1ccc(NC(=O)CSc2n[nH]c(C)c2[N+](=O)[O-])cc1C	0%	-14
O=C(c1cccc(Br)c1)N1CCN(C(=O)N2CCCCC2)CC1	-32%	·
O=C(NCc1ccccn1)C1CCN(S(=O)(=O)N2CCC3(CC2)OCCO3)CC1	-5%	13
C=CCN1C(=O)S/C(=C/c2ccsc2)C1=O	-11%	-18
CC(=O)Nc1ccc(S(=O)(=O)NNC(=S)NCC2CCCO2)cc1 (centres undefined)	-25%	1
O=C1CSC(c2ccc([N+](=O)[O-])cc2)N1c1ccccc1 (centres undefined)	6%	13
O=C1CCCCN1CCC(=O)N1CCCC(Nc2ccc(F)c(F)c2)C1 (centres undefined)	i	·
O=C(NCCCN1CCN(c2ccccc2F)CC1)C1CCN(S(=O)(=O)c2cccs2)CC1	-4%	12
CSCCC(NC(=O)C12CC3CC(CC(C3)C1)C2)C(=O)OCC(=O)c1ccc(Cl)cc1 (centres undefined)	-15%	-19
C=CC[n+]1c(-c2ccc(C)cc2)csc1NNC(=O)Nc1ccccc1	?	·
NC(=O)CSC1=Nc2ccccc2C2=NC(CCC(=O)NCc3ccc(F)cc3)C(=O)N12 (centres undefined)	?	·
O=C(NCC1CCN(C(=O)c2ccc([N+](=O)[O-])cc2)CC1)C(=O)Nc1ccccc1	-7%	-1
COCCNC(=S)N/N=C(\C)c1ccc(OC)cc1	23%	·
COc1ccc(C2C(C(=O)c3ccco3)=C(O)C(=O)N2c2nnc(C)s2)cc1 (centres undefined)	4%	0
Cc1nc(NC(=O)C2CC2)sc1C(=O)Nc1ccc(Br)cc1	?	·
Cc1cc(=O)oc2cc(OC(C)C(=O)NC3(C#N)CCCCC3)ccc12 (centres undefined)	?	·
COc1ccc(C(=O)Nn2cnc3ccccc3c2=O)c(OC)c1	?	·
CCn1c2ccccc2c2nnc(SCC(=O)OCN3C(=O)c4ccccc4C3=O)nc21	0%	7
CC(=O)c1cccc(NC(=O)Nc2ccc3c(c2)CCC3)c1	?	·
C=C(C)CSc1nnc(-c2cccc(Cl)c2)n1N	17%	6
CCOc1cnn(Cc2ccccc2)c(=O)c1SCc1ccccc1	?	·
O=C(CCCn1cnc([N+](=O)[O-])n1)Nc1cccc(O)c1	?	·
Cc1ccc2nc(-c3ccccc3N)[nH]c2c1	?	·
CCC(=O)NC(C)c1cc(Cl)c2ccccc2c1O (centres undefined)	13%	-12
CSc1ncccc1C(=O)OCC(=O)c1cc2ccccc2o1	19%	-18
COc1ccc2nc(SCC(=O)NC(C)(C)C)[nH]c2c1	11%	-2
C=CCN1C(=Nc2cccnc2)SCC1(O)c1ccc(C)cc1 (centres undefined)	?	·
Cc1cc(NC(=O)COC(=O)c2c(C)noc2C)ccc1Br	?	·
CC(=O)NC(CC(=O)Nc1ccc2c(c1)OCCO2)c1ccccc1 (centres undefined)	?	·
CCSc1ccccc1C(=O)NCc1ccc2c(c1)OCO2	?	·
CC(C)c1cc(Br)ccc1OCCN1C(=O)NC(C)(C)C1=O	14%	17
Cc1ccn2c(CNC(C)c3cn(C)nc3C)c(C(=O)N3CCCCCC3)nc2c1 (centres undefined)	?	·

2 of these compounds, set out differently:
Results follow in this order: Lipid storage S3 | Lipid storage S3 cell count max
- C=C(C)CSc1nnc(-c2cccc(Cl)c2)n1N
    17% | 6
- CCSc1ccccc1C(=O)NCc1ccc2c(c1)OCO2
    ? | ·

Returning to the listing with the 6 entries that preceded the break.
SMILES	Lipid storage S3	Lipid storage S3 cell count max
C=CCN1C(=Nc2cccnc2)SCC1(O)c1ccc(C)cc1 (centres undefined)	?	·
Cc1cc(NC(=O)COC(=O)c2c(C)noc2C)ccc1Br	?	·
CC(=O)NC(CC(=O)Nc1ccc2c(c1)OCCO2)c1ccccc1 (centres undefined)	?	·
CCSc1ccccc1C(=O)NCc1ccc2c(c1)OCO2	?	·
CC(C)c1cc(Br)ccc1OCCN1C(=O)NC(C)(C)C1=O	14%	17
Cc1ccn2c(CNC(C)c3cn(C)nc3C)c(C(=O)N3CCCCCC3)nc2c1 (centres undefined)	?	·
CCn1c(=NC(=O)CN2C(=O)CCC2=O)sc2c(OC)ccc(OC)c21	?	·
O=[N+]([O-])c1ccc2nnn(O)c2c1	?	·
COC(=O)c1ccc(NC(=O)CN(C)S(=O)(=O)c2ccc(OC)c(C)c2)cc1	i	·
Cn1c(CNc2ccc(Cl)cc2)nnc1SCC#N	-13%	-4
CC(=O)c1ccc(NC(=O)Nc2ccc([N+](=O)[O-])cc2)cc1	-6%	0
CCOCCCNCc1ccc(OCc2ccccc2C)c(OC)c1	-22%[9.22 µM]	-24
CCN1C(=O)/C(=C/c2cccs2)N(C)C1=S	i	·
O=C(COc1ccc(-c2nnco2)cc1)Nc1c(F)cccc1F	?	·
COc1ccc(C(=O)Nc2ccncc2)cc1OC	i	-7
Cc1cc(C)n(-c2nc3ccccc3nc2N2CCN(C(=O)c3ccccc3)CC2)n1	?	·
CNS(=O)(=O)c1cccc(C(=O)OC2CCCCC2=O)c1 (centres undefined)	10%	·
COc1cc(-c2noc(C3CCCN(C(=O)c4c(F)cccc4F)C3)n2)cc(OC)c1OC (centres undefined)	?	·
Cc1ccc([N+](=O)[O-])c2c1C(N1CC(C)OC(C)C1)C(C)(C)O2 (centres undefined)	?	·
CCOc1ccc(S(=O)(=O)Nc2nc3ccccc3nc2-n2ccc(=NC(=O)c3cccs3)cc2)cc1	?	·
S=C(Nc1ccccc1)c1nc2ccccc2s1	?	·

Gathered by group, the entries above with a furan ring, fused or not
SMILES	Lipid storage S3	Lipid storage S3 cell count max
Cc1cccn2c(=O)c(C=Nc3ccccc3)c(NCc3ccco3)nc12	?	·
CC1=Nn2c(nnc2-c2ccco2)SC1	?	·
COc1nc(C)ccc1-c1noc(-c2ccco2)n1	?	·
CC(c1ccccc1F)n1cc(C(=O)NCCc2ccco2)nn1 (centres undefined)	?	·
COc1ccc(C2C(C(=O)c3ccco3)=C(O)C(=O)N2c2nnc(C)s2)cc1 (centres undefined)	4%	0
CSc1ncccc1C(=O)OCC(=O)c1cc2ccccc2o1	19%	-18

(more compounds)
SMILES	Lipid storage S3	Lipid storage S3 cell count max
C#CCNC(=O)C1=C[C@H](c2csc3ccccc23)C[C@H](OCCCCO)O1	1%	8
Cc1nc(C)c(C(=O)Nc2cccc(F)c2)s1	?	·
O=C(COC(=O)CN1C(=O)C2CCCCC2C1=O)NCc1ccc(Cl)cc1Cl (centres undefined)	?	·
O=C(c1ccccc1Cl)N1CCC(c2nc3c(nnn3Cc3ccco3)c(=O)[nH]2)CC1	-10%	-10
CCc1ccc(N(C(=O)c2csnn2)C(C(=O)NCc2ccccc2)c2ccco2)cc1 (centres undefined)	-18%	1
CCCN1CCN(C(=O)Cn2c(=O)oc3cc(S(=O)(=O)NCc4ccccc4)ccc32)CC1	14%	-2
Cc1ccc(C(=O)CSc2nc(O)cc(=O)[nH]2)cc1C	?	·
CCn1c(COc2ccc(OC)cc2)nnc1SCc1nc2ccccc2c(=O)[nH]1	?	·
COc1ccc(-c2nc(CSCC(=O)NC3CCCc4ccccc43)c(C)o2)cc1OC (centres undefined)	?	·
CC1Cc2ccccc2N1C(=O)Cn1cc([N+](=O)[O-])cn1 (centres undefined)	?	·
FC(F)(F)c1ccccc1N/N=C/c1cccnc1	-13%	-8
O=C(COC(=O)c1nc(Cl)ccc1Cl)Nc1ccccc1OC(F)F	-3%	22
CN(C)c1ccc(C2NCCS2)cc1 (centres undefined)	0%	2
COc1ccc(C(c2c(C)n(C)n(-c3ccccc3)c2=O)c2c(C)n(C)n(-c3ccccc3)c2=O)cc1OC	?	·
COc1cccc(C(=O)NNC(=O)c2sccc2-n2cccc2)c1	i[9.22 µM]	8
O=C(Cc1ccc([N+](=O)[O-])cc1)NCc1ccccc1Cl	?	·
COCCCNC(=O)CSc1nc2ccccc2c(=O)n1CCCC(=O)NCC1CCCO1 (centres undefined)	-6%	14
COC(=O)c1cc2occc2n1Cc1c(F)cccc1Cl	?	·
Cc1ccc(C)c(N2CC(=O)N(c3cc(C)ccc3C)CC2=O)c1	?	·
CCc1cccc(C)c1NC(=O)CC(C)(C)CC(=O)O	-5%	13
CCOc1ccc(N(CC)C(=O)CCS(=O)(=O)c2cccc3nonc23)cc1	i	3
CCOC(=O)c1ccc(N=c2sc(C(=O)OC)cc(=O)n2Cc2ccc3c(c2)OCO3)cc1	?	·
COc1cc(O)c(C(CC(=O)N2CCCCC2)c2ccc3c(c2)OCO3)c(OC)c1 (centres undefined)	16%	10
COc1ccc(-c2nnn(-c3cc(Cl)cc(Cl)c3)c2N)cc1	-8%	4
Cc1cc(C)cc(NC(=O)CCc2c(C)nn(-c3ccc(N4CCCCC4)nn3)c2C)c1	?	·
CCN(CC)S(=O)(=O)c1ccc(N2CCCC2)c(C(=O)OCC(=O)/C(C#N)=C(\C)N)c1	?	·
Cn1c(N)c(C(=O)COC(=O)CNC(=O)c2ccccc2Cl)c(=O)n(C)c1=O	?	·
O=C(C[n+]1cccc(Br)c1)c1cccs1	-9%	5
Cc1cc(C)c2c(-n3cccc3)nn(C)c2n1	-16%	14
CCc1nnc(N/N=C/c2c(F)cccc2Cl)n1N	?	·
CCOC(=O)C1CCN(C(=O)Cn2cc(C#N)c3ccccc32)CC1	-15%	-2
C=CCN1CCc2c(cc(O)c(O)c2Cl)C(c2ccccc2)C1 (centres undefined)	8%	-17
O=C(O)CCC(=O)Nc1ccc(Br)cc1C(=O)c1ccccc1Cl	-1%	4
CC1CC(C)CN(C(=O)COC(=O)c2nn(C)c(=O)c3ccccc23)C1 (centres undefined)	29%	14
O=C1c2ccccc2C2=Nc3ccccc3SC(c3cccc(F)c3)C12 (centres undefined)	?	·
COc1nc(-c2ccccc2)c2c(c1C#N)CC(C)(C)OC2	6%	2
O=C(NCCS(=O)(=O)N1CCN(c2ccccc2)CC1)c1cccs1	?	·
O=c1[nH]c2ccccc2c2oc(CCl)nc12	-2%	15
CN(C(=O)COC(=O)c1ccccc1NCc1ccco1)c1c(N)n(Cc2ccccc2)c(=O)[nH]c1=O	?	·
O=C(N/N=C/c1ccccc1O)c1cccc(C(F)(F)F)c1	?	·
COc1ccccc1C(=O)N1CCN=C1SCc1cccnc1	?	·
CCOC(=O)COc1ccc(S(=O)(=O)NCc2ccncc2)cc1	-24%	·
O=C(Cc1csc(N2CCOCC2)n1)N/N=C/c1ccc(F)cc1	?	·
CCCS(=O)(=O)N1CCCC(C(=O)NCCCN2CCN(c3ccc(F)cc3)CC2)C1 (centres undefined)	?	·
